p53null 32C tox = kills p53 null cells at the permissive temperature | hit rate 0.62% among 55,000 | Potency, µM (series often up to 46.1 µM), inactives show at the highest dose activity change, negative = cytotoxicity, usual class: cytotoxic | H1299-neo p53 null cells, ATP luminescence, 24 h, 32C;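 note: potency is the fitted concentration of half-maximal effect; 0% = DMSO only and -100% = full killing by 100 µM tamoxifen; nearly all actives have a fitted effect of over 55% in size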
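Overnight 37C seeding (600 cells/well) of H1299-neo preceded a 24 hr, 32C exposure to compounds up to 46 uM. ATP levels, read by luminescence after 20 min at RT, indicated surviving cells.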
FH mod = Identification of activators of human fumarate hydratase by quantitative high-throughput screening | Fumarate hydratase, mitochondrial (Homo sapiens), P07954 | FH coupled MDH/diaphorase resazurin fluorescence, 15 min | Potency, µM (doses to about 79.9 µM), inactives show top-dose activity change, negative = inhibition, most hits filed as inhibitors | hit rate 0.22% among 54,000 | AID 1347055, 2019; note: potency is the fitted concentration of half-maximal effect; % is set by controls: 0 for no effect and ±100 for the full control effect; the screen sought activators but most active calls are inhibition curves; nearly all actives have a fitted effect of over 45% in size
GALK inhibitor = inhibits human galactokinase | P51570 | recombinant GALK, Kinase-Glo ATP luminescence, 1 h | Potency, µM (top dose mostly 57.5 µM), for the others: at the highest dose activity, negative = inhibition, usual class: inhibitors | 44,000 tested, under 10 active;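 note: plate controls were full GALK reaction for no effect and reaction lacking GALK for full effect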
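Human GALK (5 nM) was incubated with 35 uM ATP and 100 uM galactose in 20 mM HEPES pH 8.0 with MgCl2, NaCl, DTT and BSA for 1 h at room temperature. Remaining ATP was measured by Kinase-Glo Plus luminescence.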
B2AR arrestin ag = agonists recruiting beta-arrestin to human beta2-adrenergic receptor. HTLA Tango cells, beta-arrestin recruitment, luciferase luminescence, 18 h. Potency, µM (top dose mostly 46.1 µM), without a hit: at the highest dose activation, hits mostly activators. 44,000 tested, under 10 active. AID 1347077;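 note: potency is the fitted concentration of half-maximal effect; 0% = DMSO and full agonism = EC100 isoproterenol or metaproterenol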
Target sequence (P07550 whole entry, looked up): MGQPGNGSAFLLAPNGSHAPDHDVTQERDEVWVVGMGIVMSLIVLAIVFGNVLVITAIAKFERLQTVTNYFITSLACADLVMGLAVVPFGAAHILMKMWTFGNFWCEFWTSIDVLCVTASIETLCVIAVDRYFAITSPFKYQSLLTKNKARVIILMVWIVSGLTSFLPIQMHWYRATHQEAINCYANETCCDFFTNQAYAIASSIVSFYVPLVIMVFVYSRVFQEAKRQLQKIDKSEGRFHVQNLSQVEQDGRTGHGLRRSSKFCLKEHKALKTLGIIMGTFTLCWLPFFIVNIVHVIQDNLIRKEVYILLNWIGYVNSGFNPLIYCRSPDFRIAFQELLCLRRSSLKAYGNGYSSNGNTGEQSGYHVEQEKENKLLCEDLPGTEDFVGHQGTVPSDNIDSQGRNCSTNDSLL
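Tango cells expressing recombinant beta2-AR and beta-arrestin were treated with compounds (up to 46 microM titration) in DMEM with 1% FBS for 18 hr at 37 degrees C. Beta-arrestin recruitment drove tTA-dependent luciferase, read by luminescence; curves were fitted and classed.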
p53null 39C kill = p53 null cell cytotoxicity, nonpermissive temperature. hit rate 0.97% among 55,000. H1299 p53-null (neo) cells, 39C, ATPlite viability, 24 h. Potency, µM (top dose mostly 46.1 µM), without a hit: top-dose activity, negative = cell killing, usual class: cytotoxic;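 note: potency is the fitted concentration of half-maximal effect; 0% = DMSO only and -100% = full killing by 100 µM tamoxifen; nearly all actives have a fitted effect of over 50% in size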
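ATP-luminescence viability readout (ATPlite, 20 min RT) after 24 hr compound treatment at 39C of H1299-neo or H1299-p53A138V cells; titration up to 46 uM; normalized to DMSO and 100 uM tamoxifen; Hill-fit AC50.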
NTMT1 inh = blocks human N-terminal methyltransferase 1 activity; Q9BV86; NTMT1 MTase-Glo SAH luminescence, purified enzyme; Potency, µM (titrated, usually from 114 µM), without a hit: at the highest dose activity change, negative = inhibition, usual class: inhibitors; hit rate 2.5% among 59,000; AID 1645870;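 note: potency is the fitted concentration of half-maximal effect; plate controls were DMSO vehicle for no effect and no enzyme for full effect; nearly all actives have a fitted effect of over 65% in size; many of its hits are not listed in these tables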
Target sequence (Q9BV86 whole entry, looked up): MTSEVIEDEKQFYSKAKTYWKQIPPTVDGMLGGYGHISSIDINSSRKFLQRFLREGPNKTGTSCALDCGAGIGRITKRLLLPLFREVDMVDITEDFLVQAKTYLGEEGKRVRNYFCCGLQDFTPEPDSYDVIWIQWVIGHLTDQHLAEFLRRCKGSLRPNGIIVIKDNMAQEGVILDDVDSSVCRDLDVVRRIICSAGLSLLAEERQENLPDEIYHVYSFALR
TSG101-PTAP inh = inhibitors of HIV-1 PTAP binding to human TSG101, validation | Q99816 | Fluorescence polarization, FITC-PTAP peptide/Tsg101, 20 min | Potency, µM (doses to about 115 µM), without a hit: at the top dose activity change, negative = inhibition, actives largely listed as inhibitors | 44,000 tested, under 10 active | AID 1347069; note: potency is the fitted concentration of half-maximal effect; 0% is about no effect
Target sequence (Q99816 whole entry, looked up): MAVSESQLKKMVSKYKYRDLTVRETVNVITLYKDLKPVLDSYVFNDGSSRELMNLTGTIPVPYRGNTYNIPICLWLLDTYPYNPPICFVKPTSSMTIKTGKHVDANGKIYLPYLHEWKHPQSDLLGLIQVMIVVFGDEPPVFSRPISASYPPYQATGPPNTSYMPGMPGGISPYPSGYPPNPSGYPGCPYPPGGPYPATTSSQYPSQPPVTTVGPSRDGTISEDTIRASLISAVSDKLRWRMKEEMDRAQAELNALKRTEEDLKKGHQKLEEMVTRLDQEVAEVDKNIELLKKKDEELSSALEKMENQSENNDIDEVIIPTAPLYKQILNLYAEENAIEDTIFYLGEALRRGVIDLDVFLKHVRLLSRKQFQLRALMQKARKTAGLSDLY
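Fluorescence polarization: Tsg101 binding domain (10 uM final) in 10 mM HEPES pH 7.5, 0.15 M NaCl, 0.01% Tween 20, 3 mM EDTA, 0.1 mM TCEP; compounds pinned; FITC-PTAP peptide 50 nM final; 20 min, r.t.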
* = called active by the depositor; ? = inconclusive; · = not tested or not shown; [ ] = dose if it differs, or a comment. Calls come from the whole dose curve; as a rule, active = well fitted curve in the direction sought with a large enough effect; inconclusive = small, poorly fitted or top-dose-only effect, or another doubt; inactive = no such curve, though single readings can be large; an effect the other way counts as inactive or inconclusive. An excerpt; the hit share may differ from the screen's.

SMILES	p53null 32C tox	FH mod	GALK inhibitor	B2AR arrestin ag	p53null 39C kill	NTMT1 inh	TSG101-PTAP inh
COc1ccccc1NC(=O)c1c(-c2ccc(C)cc2)nnc2ccccc12	-1%	-8%	-1%	1%	-15%	-3%	-8%
COc1ccc(C(=O)Nc2nc3c(s2)CCc2cc(OC)ccc2-3)cc1	10%	?	8%	-4%	-12%	-11%	1%
COc1ccc(-c2noc(CSc3nnc(C)n3-c3ccc(C)c(C)c3)n2)c(OC)c1	-8%	-9%	0%	?	3%	-3%	-15%
Cc1ccc(CN(Cc2ccco2)C(=O)c2ccccc2Br)o1	-6%	-12%	1%	-2%	-23%	-5%	-7%
COc1cccc(CSc2nc3ccncc3n2CC(=O)Nc2ccc(OC)c(OC)c2OC)c1	?	-17%	2%	0%	?	-1%	0%
CCOc1ccc(-n2ccnc2SCC(=O)Nc2cc(C)ccc2C)cc1	-9%	6%	1%	1%	19%	2%	3%
COC(=O)c1ccc(NC(=O)c2c(-c3ccccc3)c(-c3ccccc3)nn(C)c2=O)cc1	-9%	3%	?	0%	-16%	-19%	0%
CCOc1ccccc1C1C(C(=O)Nc2ccccc2)=C(C)Nc2c(C(=O)Nc3ccc(F)cc3)cnn21 (configuration not stated)	33%[activator]	-26%	-5%	0%	-7%	7%	1%
COc1cccc(NC(=O)c2oc3ccccc3c2NC(=O)c2ccc(C(F)(F)F)cc2)c1	-14%	-25%	6%	0%	-15%	26%	-3%
CCNC(=O)C1CCCN(c2ncnc3onc(C)c23)C1 (configuration not stated)	0%	3%	1%	-1%	-11%	4%	-14%
CCc1nn(-c2ccccc2)c2nc(-c3cccc(OC)c3)c3cc(OC)c(OC)cc3c12	-1%	·	0%	-1%	17%	·	-3%
COc1ccc(CN2C(=O)C(NC(=O)c3ccccc3OC)(C(F)(F)F)N=C2c2ccccc2)cc1 (configuration not stated)	34%[activator]	-16%	8%	-2%	20%	0%	-12%
Cc1oc(-c2cccc(Br)c2)nc1CSc1nc2ncccc2[nH]1	-14%	2%	-7%	-1%	4%	9%	6%
CCOC(=O)c1ccc(N2C(=O)c3[nH]nc(-c4ccc(C)cc4)c3C2c2ccc(O)cc2)cc1 (configuration not stated)	-2%	-21%	7%	1%	91%	2%	-2%
CCc1cccc(NC(=O)c2cc(S(=O)(=O)N3CCCCCC3)cn2C)c1	0%	-1%	2%	-1%	-19%	-2%	-3%
COc1cccc(-c2ccc3c(N)c(C(=O)Nc4cc(F)ccc4F)sc3n2)c1	-4%	-4%	1%	0%	-5%	11%	-1%
Cc1ccc2nc(-c3ccc(C)c(NC(=O)Cc4ccccc4)c3)oc2c1	-7%	-1%	1%	1%	12%	2%	1%
CC1=C(C(=O)Nc2cccc(C(F)(F)F)c2)C(c2ccccn2)n2ncnc2N1 (configuration not stated)	-5%	9%	1%	-1%	-4%	3%	-5%
COc1ccc(S(=O)(=O)Nc2cccc(-c3ccc(N4CCCCCC4)nn3)c2)cc1OC	-23%	·	-1%	7%	-16%	·	0%
COc1ccc(-c2nc3sc(CCNS(=O)(=O)c4c(C)cc(C)cc4C)c(C)n3n2)cc1	15%	-25%	0%	-1%	12%	8%	-3%
O=C1CSC2(C(=O)N(Cc3cccc(C(F)(F)F)c3)c3ccccc32)N1c1ccc(F)c(F)c1 (configuration not stated)	13%	-23%	0%	0%	36%[activator]	5%	-6%
CCOC(=O)c1cnc2c(Cl)cccc2c1NCCN1CCOCC1	-15%	-3%	4%	0%	19%	?	-1%
CC(C)Sc1ncc(Cl)c(C(=O)N(Cc2ccc(F)cc2)C2CCS(=O)(=O)C2)n1 (configuration not stated)	-2%	-9%	9%	1%	7%	8%	-11%
Cc1ccc(-c2nc(CCNC(=O)c3ccc(C)c(C)c3)cs2)cc1	?	?	2%	0%	18%	-15%	-7%
Cc1ccccc1C(=O)n1nc(-c2cccnc2)nc1NCc1ccccc1	5%	-27%	4%	-1%	-8%	-1%	-4%
Cc1ccc(OCCSc2nc(-c3cccs3)nc3cc(=O)[nH]n23)cc1Cl	0%	·	-1%	-1%	11%	·	0%
Cc1n[nH]c(C)c1CCc1nc2c3ccccc3nc(SCC(=O)Nc3ccc(F)cc3)n2n1	?	-2%	1%	-3%	?	10%	2%
COc1cccc(CNC(=O)CN2C(=O)COc3ccc(S(=O)(=O)N4CCCCCC4)cc32)c1	-6%	-24%	3%	2%	4%	2%	7%
CCC(=O)Nc1ccc2nc(SCCOc3ccc(C)cc3OC)sc2c1	-3%	-6%	-8%	-3%	-18%	?	0%
COc1ccccc1CNC(=O)CN1C(=O)c2cccnc2Oc2ccccc21	1%	-15%	0%	-3%	-8%	-11%	4%
Cc1ccc(C)c(NC(=O)c2nc(S(C)(=O)=O)ncc2N(Cc2ccc(C(C)(C)C)cc2)Cc2ccco2)c1	-6%	-25%	-1%	-3%	0%	9%	-4%
Cn1c(=O)c(=O)n(C)c2cc(S(=O)(=O)N3CCCC3C(=O)Nc3ccccc3F)ccc21 (configuration not stated)	-3%	-12%	6%	0%	-6%	-6%	0%
Cc1nn(C)c(C)c1S(=O)(=O)N(CC(=O)Nc1ccc(F)cc1F)c1ccc(C(C)C)cc1	8%	-10%	2%	-1%	36%[activator]	4%	-13%
COc1ccccc1CCNC(=O)C(=O)NCC(c1cccnc1)N1CCN(c2ccccc2)CC1 (configuration not stated)	-8%	-7%	1%	0%	?	-3%	0%
COC(=O)c1ccc(CSc2nc3c([nH]c4ccccc43)c(=O)n2-c2cccc(Cl)c2)o1	-1%	1%	1%	-1%	-10%	6%	1%
CCOc1ccccc1C1C(C(N)=O)=C(C)Nc2nc(-c3ccccc3Cl)nn21 (configuration not stated)	-4%	-6%	4%	0%	27%	12%	-1%
CC1=C(C(=O)NCc2ccccc2C)C2(CCCCC2)OC1=O	-16%	4%	2%	2%	-8%	8%	0%
CCOc1ccc(N2CC(NC(=O)c3ccc(S(=O)(=O)N4CCCC4)cc3)CC2=O)cc1 (configuration not stated)	-5%	3%	2%	-2%	4%	5%	1%
O=S(=O)(Nc1ccc(-c2ccc(N3CCCC3)nn2)cc1)c1ccc(OC(F)(F)F)cc1	2%	·	0%	2%	1%	·	-1%
COc1ccc2ncc3c(-c4ccccc4)nn(-c4ccc(C)c(C)c4)c3c2c1	2%	?	1%	0%	3%	?	0%
CCc1ccc2oc(-c3ccc(C)c(NC(=O)c4cc([N+](=O)[O-])ccc4N4CCOCC4)c3)nc2c1	-22%	-14%	-4%	0%	-37%	0%	-6%
CCOC(=O)c1scc(-c2ccccc2)c1S(=O)(=O)Nc1cc(OC)cc(OC)c1	3%	-21%	2%	-1%	2%	4%	-2%
Cc1cc(C)c2sc(N3CCN(C(=O)C4CC4)CC3)nc2c1	?	-3%	-1%	0%	?	79µM*	-3%
Cc1nn(C)c2c1c(-c1ccccc1)cc(=O)n2Cc1ccccc1F	-6%	6%	-2%	1%	16%	10%	-6%
CC(=O)c1ccc(NC(=O)c2cn(-c3ccccc3)nc2-c2ccc(Br)cc2)cc1	7%	0%	3%	1%	0%	11%	1%
COc1ccc(Nc2nnc(-c3ccc(C)c(S(=O)(=O)N4CCOCC4)c3)c3ccccc23)cc1	68%[activator]	-22%	-15%	0%	31%[activator]	2%	0%
O=C(O)c1ccc(Nc2nc3ccccc3c3nncn23)cc1	1%	-7%	2%	-2%	-13%	-7%	-7%
COc1ccc(Cc2nc3ccc(C(=O)NCCc4ccc(Cl)cc4)cc3o2)cc1	-10%	-8%	1%	-1%	-14%	10%	-5%

4 successive compounds out of the list so far, quoted:
SMILES	p53null 32C tox	FH mod	GALK inhibitor	B2AR arrestin ag	p53null 39C kill	NTMT1 inh	TSG101-PTAP inh
CCc1ccc2oc(-c3ccc(C)c(NC(=O)c4cc([N+](=O)[O-])ccc4N4CCOCC4)c3)nc2c1	-22%	-14%	-4%	0%	-37%	0%	-6%
CCOC(=O)c1scc(-c2ccccc2)c1S(=O)(=O)Nc1cc(OC)cc(OC)c1	3%	-21%	2%	-1%	2%	4%	-2%
Cc1cc(C)c2sc(N3CCN(C(=O)C4CC4)CC3)nc2c1	?	-3%	-1%	0%	?	79µM*	-3%
Cc1nn(C)c2c1c(-c1ccccc1)cc(=O)n2Cc1ccccc1F	-6%	6%	-2%	1%	16%	10%	-6%

(next part)
SMILES	p53null 32C tox	FH mod	GALK inhibitor	B2AR arrestin ag	p53null 39C kill	NTMT1 inh	TSG101-PTAP inh
COc1ccc2c(c1)c(=O)c(S(=O)(=O)c1ccccc1)cn2CC(=O)Nc1ccc(C)c(Cl)c1	18%	-21%	0%	1%	2%	?	-3%
CC(C)c1ccc(NC(=O)CCS(=O)(=O)c2ccc(Br)s2)cc1	7%	-7%	-2%	-2%	?	?	0%
CN(C(=O)CSc1nnc(-c2ccccc2F)o1)C1CCCCC1	-16%	-2%	-5%	-4%	-12%	-22%	-4%
CC(=O)c1ccc(N2CCN(S(=O)(=O)c3ccc(-c4cnc(C5CC5)o4)cc3)CC2)cc1	-7%	1%	-4%	0%	?	-2%	1%
COc1ccc(NC(=O)c2c(NC(=O)COc3ccccc3)sc3c2CCC(C)C3)cc1 (configuration not stated)	-6%	-13%	0%	-1%	10%	-6%	0%
COc1cc(C(=O)Nc2ccc3[nH]c(=O)sc3c2)cc(OC)c1OC	5%	-15%	4%	1%	-14%	3%	0%
Cc1ccc(NC(=O)N2CC3CCCN3c3ccccc32)cc1Cl (configuration not stated)	-15%	-6%	1%	0%	-3%	-1%	-1%
Cc1cccc(N2CCN(C(=O)c3cc4c(=O)n(C)c5ccccc5c4s3)CC2)c1C	4%	-10%	9%	1%	-5%	6%	-3%
COc1cc(NC(=O)Cn2c(=O)n(CC(=O)NCCc3ccc(OC)c(OC)c3)c(=O)c3sccc32)cc(OC)c1	-9%	-6%	-4%	1%	-23%	-4%	0%
CCOC(=O)c1c(-c2ccc(C)cc2)csc1NC(=O)c1cc(=O)c2ccc(C)cc2o1	-2%	1%	1%	0%	30%[activator]	5%	-2%
Cc1ccc2nc(-c3ccc(N4CCOCC4)cc3)c(Nc3ccccc3C)n2c1	?	?	-1%	-1%	5µM*	7%	-1%
Cc1cc(SCC(=O)Nc2nsc(-c3ccc(C(C)(C)C)cc3)n2)nc2ccccc12	-17%	-6%	5%	0%	-9%	?	-11%
CCCCCn1c(C(C)NC(=O)c2ccccc2)nc2ccccc21 (configuration not stated)	-2%	-5%	-3%	0%	18%	2%	0%
COc1ccc(NC(=O)c2cc3c(C)nn(-c4ccccc4)c3s2)c(OC)c1	-6%	-6%	3%	0%	-3%	-6%	-1%
Cc1sc2c(c1C)c(=O)n(CCc1ccccc1)c(=O)n2Cc1ccccc1Cl	2%	-16%	7%	0%	-1%	13%	-3%
